# mIDH1 inhibitor = blocks human mutant IDH1 R132H enzyme | O75874 | IDH1-R132H enzyme, NADPH consumption, diaphorase/resazurin fluorescence | Potency, µM (doses to about 76.6 µM), for inactives: at the top dose activity change, negative = inhibition, usual class: inhibitors | 0.093% of 390,000 active | AID 602179; further: potency means the concentration at half of the fitted maximal effect; on the % scale 0 is the no-effect control and ±100 the full control effect; nearly all actives have a fitted effect of over 65% in size
#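 IDH1-R132H (0.5 ug/mL dispensed) in pH 7.5 Tris buffer was preincubated 30 min with compound, then given a substrate mix of 0.016 mM NADPH and 2 mM alpha-KG for 80 min at room temperature; remaining NADPH was read by diaphorase/resazurin fluorescence.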
# Vif-A3G inh = blocks the Vif interaction with human APOBEC3G | 0.076% of 410,000 active | HeLa A3G-eYFP + Vif (tagged APOBEC3G with the HIV-1 protein that degrades it), YFP fluorescence, overnight | Q9HC16 | Potency, µM (titrated, usually from 46.1 µM), inactives show top-dose activity, negative = active, hits mostly inhibitors;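 further: potency means the concentration at half of the fitted maximal effect; on the % scale 0 is the no-effect control and ±100 the full control effect; nearly all actives have a fitted effect of over 60% in size; hits raise eYFP signal because A3G escapes Vif-driven loss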
# Target sequence (Q9HC16 whole entry, looked up): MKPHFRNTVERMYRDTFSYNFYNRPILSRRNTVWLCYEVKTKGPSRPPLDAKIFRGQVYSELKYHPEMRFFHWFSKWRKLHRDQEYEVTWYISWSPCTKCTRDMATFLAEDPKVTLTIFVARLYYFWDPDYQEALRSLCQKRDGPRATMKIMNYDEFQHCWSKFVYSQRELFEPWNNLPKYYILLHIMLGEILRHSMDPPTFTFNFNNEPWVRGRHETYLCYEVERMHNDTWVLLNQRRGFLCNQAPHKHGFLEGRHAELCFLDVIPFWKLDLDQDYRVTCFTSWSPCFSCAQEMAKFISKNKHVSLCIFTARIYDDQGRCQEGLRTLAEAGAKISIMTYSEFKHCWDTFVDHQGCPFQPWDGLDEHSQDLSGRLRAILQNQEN
#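 HeLa cells stably expressing Vif and C-terminally eYFP-tagged A3G, seeded overnight at 37 deg C, then exposed to compound by pintool overnight at 37 deg C. Rise in yellow fluorescence (Ex 488/Em 500-530, Acumen) marks blocked Vif-driven A3G degradation.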
# PI4K2A block = PI4K2A (human) kinase inhibition. 0.13% of 420,000 active. Q9BTU6. purified PI4K2A, ADP-Glo luminescence, 1 h; stronger effect = lower value. AID 1346378. activity change, negative = inhibition, % at 76.9 µM; in the data active means activity change below about -50%; inconclusive means mostly about -30% to -49%;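 further: -100% = wells without enzyme as full effect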
#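 Compounds are screened against recombinant PI4K2A using PI as substrate and ATP, the latter dispensed at 300 microM. Reactions run one hour at ambient temperature before ADP-Glo detection; full inhibition defined by wells lacking enzyme.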
# Glioma ERSR ind = inducers of ER stress response in human glioma cells | U87-MG GRP78 promoter luciferase reporter, 16 h | Potency, µM, for the others: at the highest dose activation, hits mostly activators | 0.02% of 420,000 active | AID 602332; further: potency means the concentration at half of the fitted maximal effect; series mostly up to about 76 µM; % of control where 0% means no effect; nearly all actives have a fitted effect of over 35% in size
#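 ERSR induction read as luciferase luminescence (Bright-Glo, 10 min at room temperature) in stably transfected human U87-MG glioma cells exposed to compounds for 16 h, using GRP78 as sensor.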
# RXFP1 agonist = agonists of human relaxin receptor RXFP1 | Q9HBX9 | AID 2676 | Potency, µM (top dose mostly 57.5 µM), inactives show top-dose activation, most hits filed as activators | HEK293T-RXFP1 cAMP TR-FRET, 30 min; response scale: percent of porcine relaxin response, buffer zero | 0.3% of 370,000 active; further: potency means the concentration at half of the fitted maximal effect; on the % scale 0 is the no-effect control and ±100 the full control effect; nearly all actives have a fitted effect of over 60% in size; many of its hits are not listed in these tables
#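 HEK293T cells stably expressing RXFP1 were pretreated with the PDE4 inhibitor Ro 20174, exposed to compounds for 30 min at 37C, lysed, and cAMP was read by TR-FRET. Data normalized to buffer (basal) and 29 nM porcine relaxin (100%).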
# LDHA inh = blocks human lactate dehydrogenase A; P00338; purified LDHA, NADH/diaphorase-resazurin fluorescence; stronger effect = lower value; 0.15% of 480,000 active; activity change, % (values are at about 110 or 230 µM); in the data active means activity change below about -30%; inconclusive means mostly about -25% to -30%;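 further: plate controls were DMSO wells for no effect and wells without enzyme for full effect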
#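 Human LDH5 at 2 nM final in Tris HCl pH 7.4 with 0.06 mM NADH and 0.2 mM pyruvate, reacted 5 minutes at room temperature. Remaining NADH coupled via diaphorase/resazurin; resorufin fluorescence read at 0 and 20 minutes, normalized to enzyme-free and DMSO wells.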
# TrxR1 substrate = substrates of rat thioredoxin reductase 1 | 0.01% of 390,000 active | O89049 | AID 588456 | Potency, µM (titrated, usually from 114 µM), for the others: at the top dose activity change, negative = substrate turnover | purified TrxR1 substrate turnover, NADPH consumption readout; further: potency means the concentration at half of the fitted maximal effect; on the % scale 0 is the no-effect control and ±100 the full control effect; nearly all actives have a fitted effect of over 50% in size
# Target sequence (O89049 whole entry, looked up): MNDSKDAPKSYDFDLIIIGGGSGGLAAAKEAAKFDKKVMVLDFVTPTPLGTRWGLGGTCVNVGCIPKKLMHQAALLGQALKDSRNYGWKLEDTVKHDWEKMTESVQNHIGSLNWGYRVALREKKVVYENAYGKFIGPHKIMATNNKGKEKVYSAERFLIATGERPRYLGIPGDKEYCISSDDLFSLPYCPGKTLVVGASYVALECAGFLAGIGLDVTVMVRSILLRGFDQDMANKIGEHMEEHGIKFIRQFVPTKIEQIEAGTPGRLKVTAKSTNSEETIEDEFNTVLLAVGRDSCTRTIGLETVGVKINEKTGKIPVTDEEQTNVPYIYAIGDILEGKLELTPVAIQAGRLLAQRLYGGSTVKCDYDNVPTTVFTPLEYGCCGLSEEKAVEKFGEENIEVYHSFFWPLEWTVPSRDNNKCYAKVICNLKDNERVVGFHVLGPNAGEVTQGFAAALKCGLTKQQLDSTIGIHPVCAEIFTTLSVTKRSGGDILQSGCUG
#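 Rat TrxR1, dispensed at 90 nM, was prereduced with 400 uM NADPH (final) for 5 min at ~22 deg C, then incubated with compound 15 min before 400 uM selenite. A first-read NADPH fluorescence drop versus no-compound background flagged substrates.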
# Vif-APOBEC3F blk = blocks the Vif interaction with APOBEC3F; AID 602313; HeLa A3F-eYFP + Vif (tagged APOBEC3F with the HIV-1 protein that degrades it), YFP fluorescence increase; 0.2% of 390,000 active; Potency, µM (highest dose often 46.1 µM), without a hit: at the highest dose activity, negative = active; further: potency means the concentration at half of the fitted maximal effect; % of control where 0% means no effect; nearly all actives have a fitted effect of over 65% in size
#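 HeLa cells stably expressing Vif plus C-terminally eYFP-tagged A3F were seeded, incubated overnight at 37 deg C, dosed with compound, incubated overnight again at 37 deg C. Yellow fluorescence (Ex 488/Em 500-530) reported blocked Vif-mediated A3F-eYFP degradation.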
# USP1-UAF1 inh = blocks the human USP1/UAF1 deubiquitinase complex; recombinant USP1/UAF1, Ub-Rhodamine cleavage fluorescence; Potency, µM (top dose mostly 57.1 µM), without a hit: at the highest dose activity change, negative = inhibition, most hits filed as inhibitors; 0.23% of 390,000 active; further: potency means the concentration at half of the fitted maximal effect; on the % scale 0 is the no-effect control and ±100 the full control effect; nearly all actives have a fitted effect of over 60% in size; inactives centre near -12
#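 USP1/UAF1 complex (1 nM) preincubated 15 min at room temperature with compound, then Ub-Rho substrate (150 nM final) added. Kinetic fluorescence at 480/540 nm over 6 reads at 60 s intervals; 50 mM HEPES pH 7.8, 0.5 mM EDTA, 0.1 mg/ml BSA, 1 mM TCEP, 0.01% Tween-20.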
# * hit, by the source's call; ? = inconclusive; . = not tested or not shown; & = joins results of further samples; [ ] = another dose, or the depositor's remark. Unless noted, the call rests on the fitted dose curve; in most records, active means well fitted curve in the direction sought with a large enough effect; inconclusive means small, poorly fitted or top-dose-only effect, or another doubt; inactive means no such curve, though single readings can be large; an effect the other way counts as inactive or inconclusive.
# The opening two compounds as a preview:
SMILES,mIDH1 inhibitor,Vif-A3G inh,PI4K2A block,Glioma ERSR ind,RXFP1 agonist,LDHA inh,TrxR1 substrate,Vif-APOBEC3F blk,USP1-UAF1 inh
CCCCOP(=O)(OCCCC)C(O)c1ccc(N(C)C)cc1 (centres undefined),0%,-5%,-3,0%,-0.7%,-2,-6%,5%,-20%
Cc1ccc(S(=O)(=O)N(C)C)cc1NC(=O)C(C)OC(=O)CC1CC2CCC1C2 (centres undefined),-2%,-2%,3,-3%,.,-3,.,-2%,0%

# Main list, repeating the preview:
SMILES,mIDH1 inhibitor,Vif-A3G inh,PI4K2A block,Glioma ERSR ind,RXFP1 agonist,LDHA inh,TrxR1 substrate,Vif-APOBEC3F blk,USP1-UAF1 inh
CCCCOP(=O)(OCCCC)C(O)c1ccc(N(C)C)cc1 (centres undefined),0%,-5%,-3,0%,-0.7%,-2,-6%,5%,-20%
Cc1ccc(S(=O)(=O)N(C)C)cc1NC(=O)C(C)OC(=O)CC1CC2CCC1C2 (centres undefined),-2%,-2%,3,-3%,.,-3,.,-2%,0%
COc1ccc(C)cc1NC(=O)c1ccc2c(c1)C(=O)N(Cc1ccncc1)C2=O,-5%,-1%,3,-2%,0.5%,2,-3%,1%,-11%
C#CCSc1nnc(CSc2nc3ccccc3s2)n1-c1ccccc1,-2%,0%,-6,-6%,1.8%,-7,-4%,1%,-13%
COc1ccc(C2=NN(C(N)=S)C(c3ccco3)C2)cc1 (centres undefined),1%,-13%,6,3%,8.1%,-12,-2%,4%,-24%
Cc1ccc(NC(=O)CSc2ncc3c(n2)-c2ccccc2N(Cc2cccc(F)c2)S3(=O)=O)cc1F,1%,0%,0,-3%,?,-1,2%[57.1 µM],-2%,9%
Cc1ccc(C(=O)/C=C/c2ccc(Br)cc2)o1,1%,-13%,40,4%,1.3%,-9,5%,1%,-6%
Brc1ccc(-c2ccc(/C=N/Nc3nncc(-c4ccccc4)n3)o2)cc1,3%,0%,4,-7%,1.0%,1,-16%,-9%,-13%
CCN1CCc2nc3sc(C(=O)c4ccc(F)cc4)c(N)c3cc2C1,29%,?,-8,2%,12%,15&6,3%[57.1 µM],?,?
C=CCn1c(SCCC#N)nnc1-c1ccncc1,4%,2%,0,-3%,2.9%,-5,-5%,-6%,-17%
NC(=O)c1cc2ccccc2oc1=NCc1ccccc1,6%,-2%,-2,1%,3.3%,-3,-2%[57.1 µM],-1%,-7%
CC1CCN(C(=O)c2ccc(NC(=O)c3ccccc3)cc2)CC1,7%,0%,-3,-3%,-1.9%,-5,4%,-4%,-14%
O=C(CCCCl)Nc1nc(-c2ccc3c(c2)OCCO3)cs1,0%,-2%,5,-7%,-0.4%,-4,3%,-5%,-23%
N/C(=N\OCC(=O)Nc1ccccc1)c1nonc1N,0%,-1%,-3,0%,5.8%,-12,-5%,?,-21%
O=C1/C(=C/c2cccnc2)Oc2cc(OS(=O)(=O)c3ccc(F)cc3)ccc21,?,1%,3,-4%,-0.6%,-10,11%[57.1 µM],-10%,-19%
Cn1c(=O)c2[nH]c(C=Cc3ccc4c(c3)OCO4)nc2n(C)c1=O,2%,2%,-2,-4%,.,-4,-15%,1%,-16%
C[C@H](CO)N1C[C@H](C)[C@@H](CN(C)Cc2ccc(Oc3ccccc3)cc2)Oc2cc(Br)ccc2S1(=O)=O,-1%,-2%,-2,8%,.,1,.,?,-6%
O=C(CSc1nnc(-c2ccccn2)n1Cc1ccccc1)NC1CCCC1,3%,1%,-4,-3%,2.4%,-5,9%,.,-5%
O=C(CSc1n[nH]c(-c2ccco2)n1)Nc1sc2c(c1C(=O)Nc1ccccc1)CCCC2,2%,0%,1,-10%,0.9%,-11,-6%,2%,-6%
O=C(O)c1cc(/C=N\O)ccc1OCc1ccccc1,6%,-3%,-2,-2%,0.7%,-8,11%,0%,-21%

# Only TrxR1 substrate and PI4K2A block, for some of the entries so far:
molecule | TrxR1 substrate | PI4K2A block
CCCCOP(=O)(OCCCC)C(O)c1ccc(N(C)C)cc1 (centres undefined) | -6% | -3
Cc1ccc(S(=O)(=O)N(C)C)cc1NC(=O)C(C)OC(=O)CC1CC2CCC1C2 (centres undefined) | . | 3
COc1ccc(C)cc1NC(=O)c1ccc2c(c1)C(=O)N(Cc1ccncc1)C2=O | -3% | 3
C#CCSc1nnc(CSc2nc3ccccc3s2)n1-c1ccccc1 | -4% | -6

# Going on with the list:
SMILES,mIDH1 inhibitor,Vif-A3G inh,PI4K2A block,Glioma ERSR ind,RXFP1 agonist,LDHA inh,TrxR1 substrate,Vif-APOBEC3F blk,USP1-UAF1 inh
CCc1ccc(N2C(=O)N(CC(=O)C(C)(C)C)c3ccccc3S2(=O)=O)cc1,3%,-1%,-20,-4%,-0.7%,-4,0%[57.1 µM],0%,-18%
O=S(=O)(c1ccc(NC(=S)N/N=C/c2ccc(O)c(O)c2)cc1)N1CCOCC1,2%,-5%,-1,4%,0.0%,8,-15%,-13%,-8%
CN(C)c1ccc(CC(=O)N2CCCC(c3cc(C(=O)Nc4ccc(F)c(Cl)c4)no3)C2)cc1 (centres undefined),.,1%,4,4%,.,2,.,.,.
CC(C)c1ccc(C2=NC(c3ccncc3)=Nc3ccc(F)cc3N2)cc1,.,.,3,.,6.3%,0,-7%,.,-20%
COc1ccc(OC)c(NC(=S)NN2CCN(C)CC2)c1,-2%,-1%,4,-5%,0.3%,-2,-1%,.,0%
Cc1ccc(S(=O)(=O)N2CCC(C(=O)NNC(=O)c3ccncc3)CC2)cc1,0%,12%,-1,-4%,-1.4%,-7,3%,-1%,-6%
COc1ccc(N2C(=O)CCC2=O)cc1,4%,1%,-2,-3%,1.6%,-2,-8%,3%,-14%
Cc1ccccc1Cn1c2ccccc2c2cnn(CC(=O)NCc3ccco3)c(=O)c21,0%,?,-3,-3%,0.1%,-3,4%,?,-13%
CN1C(=O)c2cccc3c(N)ccc(c23)C1=O,6%,?,4,-5%,8.4%,-7,-2%,0%,4.5µM*
CCCCN1CC[C@H]2C=CC[C@@H](C(=O)NCc3ccc(OC)cc3)[C@H]2C1=O,2%,0%&1%,1,-2%&-3%,.,0,-3%&-10%,-9%,-15%
Cn1c(=O)n(C)c2cc([N+](=O)[O-])c(N3CCN(S(=O)(=O)c4ccc(C(C)(C)C)cc4)CC3)cc21,-2%,4%,2,-7%,-0.2%,-2,6%,-2%,-14%
O=C(c1cc(C(=O)N2CCOCC2)c2nc3ccccc3n2c1)c1cc(Cl)cc(Cl)c1O,7%,2%,0,-3%,2.8%,5,-7%,5%,-21%
COc1cc(/C=C2\SC(=S)N(NC(=O)c3ccc(O)c(OC)c3)C2=O)ccc1O,?,-19%,-18,3%,-2.7%,-9,-8%,10µM*,?
Cc1noc(C)c1C(=O)Nc1nc(-c2ccc(F)cc2)cs1,2%,-3%,2,2%,3.3%,-4,-2%,-7%,-17%
CCCCSc1nc(O)cc(=O)n1CC,1%,2%,2,-1%,-1.3%,-1,-1%,16%,-14%
Cn1c(CNc2ccc(F)cc2)nc2ccccc21,-8%,-2%,-4,4%,1.3%,-9,-2%,7%,-4%
Cc1cccc(CCn2c(=O)c3ccccc3n(CC(=O)Nc3ccccc3F)c2=O)c1,2%,5%,1,-2%,0.6%,-9,-1%,-11%,-9%
Cc1nc(NC(=O)CSc2nnc(-c3ccccc3)c(-c3ccccc3)n2)c(Cl)cc1Cl,10%,-15%,3,0%,6.2%,-1,-4%,?,-23%
CC(=O)Nc1sc(C)c(C)c1C(=O)OCC(=O)N(CCC#N)c1cc(C)cc(C)c1,5%,2%,1,-6%,-0.4%,-1,-3%,-3%,-22%
CC(C)C[C@H](N)c1cn([C@@H](Cc2cc3ccccc3[nH]2)C(=O)N2CCNCC2)nn1,-2%[38.3 µM],-1%,-2,-2%,2.7%,0,-14%,3%,0%
Cc1ccc(NC(=O)COC(=O)/C=C/c2ccco2)cc1S(=O)(=O)N(C)C,4%,-4%,2,-1%,-0.1%,2,-3%,-11%,-15%
O=C(NCCc1csc2nc(-c3ccccc3F)nn12)C(=O)Nc1cc(F)ccc1F,-12%,-2%,2,-3%,4.0%,-2,1%[57.1 µM],3%,-15%
Cc1ccc(O)c(NC(=O)c2ccccc2-c2ccccc2C(=O)O)c1,1%,0%,-11,-4%,1.1%,-11,3%[57.1 µM],1%,-5%
CCP(=O)(CC)c1cccc(N)c1,2%,1%,0,3%,0.3%,-2,14%[57.1 µM],-10%,-22%
CNC(=O)c1ccsc1NC(=O)C1CCN(S(=O)(=O)c2cccs2)CC1,0%,2%,3,1%,-0.3%,-6,-3%[57.1 µM],-2%,-2%
CC(=O)c1ccc(Sc2nnc(C)s2)c([N+](=O)[O-])c1,-5%,0%,0,-4%,-0.4%,-8,0%,0%,-23%
O=C(Nc1ccc(F)c(Cl)c1)c1cc(C2CCCCN2C(=O)CCc2ccccc2)on1 (centres undefined),.,-5%,0,-1%,.,-8,.,.,.
Clc1nc(Cl)c2ncn(-c3ccccc3)c2n1,11%,-19%,2,-12%,.,-6,11%[57.1 µM],-13%,-4%
Cc1ccc(NS(=O)(=O)c2ccc3c(c2)OCCCO3)cc1S(=O)(=O)N1CCOCC1,0%,6%,-5,-5%,-3.4%,-9,-6%,-6%,1%

# An excerpt. The share of hits here may be higher or lower than overall.
